3CLpro inhibitor: SARS-CoV 3CLpro protease inhibition; P0C6X7; recombinant SARS-CoV 3CLpro, quenched FRET peptide cleavage; inhibition, % at 6 µM; actives 0.14% (n = 290,000); AID 1706; in the data active = inhibition above about 12%
BH1578 lux ind: quorum light induction in luxS cqsA deficient V. cholerae; V. cholerae BH1578 lux reporter, luminescence, 6 h; activation, % at 18.7 µM; actives 0.16% (n = 350,000); in the data active = activation mostly above about 9.7%, no sharp cut-off; inconclusive = no clear call, values can overlap the other calls; inactive = mostly below about 3.7%; also: not every result past the cut was called active; inactives centre near 0; reference of the scale not given here
VHR inh abs: blocks human VHR1 dual specificity phosphatase | inhibition, % at 13.3 µM | actives 0.52% (n = 290,000) | recombinant VHR phosphatase, pNPP absorbance; in the data active = inhibition above about 50%; also: some compounds called inactive have numbers as strong as hits
PfHsp40 yeast: compounds rescuing yeast from Plasmodium falciparum HSP40 toxicity. S. cerevisiae expressing PfHsp40, growth rescue, ATP luminescence. growth rescue, % at 12.5 µM. actives 0.68% (n = 340,000); in the data active = growth rescue above about 28%, passing the limit was not always enough; inconclusive = no clear call, values can overlap the other calls;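 also: yeast W303a lacking pdr1 and pdr3 grown in galactose medium; growth measured after three days at 30 °C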
CCHFV vOTU inh: blocks the CCHF virus ovarian tumor domain protease | AID 651958 | CCHFV vOTU protease, Pep-AMC fluorescence | inhibition, % at 11.5 µM | actives 0.55% (n = 370,000); in the data active = inhibition above about 30%; also: 0% = vehicle wells with enzyme and 100% = no enzyme wells
Anthrax LF inh2: blocks Bacillus anthracis lethal factor protease | P15917 | multiplex microsphere protease cleavage assay, LF | inhibition, % at 10 µM | actives 0.12% (n = 360,000); also: plate controls were buffer without enzyme for full effect and enzyme alone for no effect
TcdB GH inh: blocks C. difficile toxin B glycohydrolase activity | TcdB glycohydrolase enzymatic assay, plate reader | inhibition, % at 9.99 µM | actives 0.24% (n = 350,000); in the data active = inhibition above about 10%
PriA SSB inh: blocks PriA binding to SSB C-terminal tail. AlphaScreen SSBct-PriA binding, biotinylated peptide. AID 1272365. inhibition, % at 33 µM. actives 0.6% (n = 430,000); in the data active = inhibition mostly above about 37%, no sharp cut-off; inactive = mostly below about 20%;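 also: plate controls were negative control peptide for no effect and reference peptide for full effect; strong numbers were not always called active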
Y pestis TopoI: inhibitors of Yersinia pestis topoisomerase I. Y. pestis Topo-I cleavage product accumulation, plate reader. activity, % at 10 µM. actives 0.064% (n = 360,000). AID 504884; in the data active = activity above about 50%, passing the limit was not always enough; inconclusive = no clear call, values can overlap the other calls; also: inactives centre near 2
BoNT A protease: inhibitors of Botulinum neurotoxin A light chain protease | multiplex microsphere protease substrate cleavage, flow cytometry | inhibition, % at 10 µM | actives 0.17% (n = 360,000); also: plate controls were buffer without enzyme for full effect and enzyme alone for no effect
* hit, by the source's call; i = inactive; u = inconclusive; x = no result given. Rule as the data show it, unless noted: active = inhibition above about 30%; inconclusive = no clear call, values can overlap the other calls; inactive = below that. This is a subset; rates above refer to the full screens.

The opening 14 records as a preview:
entry	SMILES	3CLpro inhibitor	BH1578 lux ind	VHR inh abs	PfHsp40 yeast	CCHFV vOTU inh	Anthrax LF inh2	TcdB GH inh	PriA SSB inh	Y pestis TopoI	BoNT A protease
1	CC(C)C(c1nnnn1Cc1ccccc1)N1CCc2ccccc2C1 (stereo not given)	-2	-3.8	16	0.6	11	3	0.7	-2	-2	0.6
2	Cc1c(C(=O)OCC(=O)NCc2ccccc2)oc2ccccc12	x	i	x	-0.7	9	5	0.2	5	10	6.4
3	CC1CCC2C(=O)N(c3ccc(Cc4ccncc4)cc3)C(=O)C2C1 (stereo not given)	2	-0.3	35	-0.9	17	-4	-0.2	-20	1	-0.1
4	COc1ccccc1CNC(=O)C(NC(=O)c1ccccc1)C(C)C (stereo not given)	-3	i	14	0.2	2	-6	-1.0	-4	-3	0.6
5	O=[N+]([O-])c1cccc(SSc2cccc([N+](=O)[O-])c2)c1	x	1.0	x	u	-2	2	1.6	-11	18	1.4
6	CCOc1ccc2[nH]cc(-c3csc(N)n3)c2c1	-8	0.6	20	-0.9	10	u	0.9	1	-3	u
7	C=CCNC(=O)c1ccccc1NC(=O)c1ccc(Cl)c(S(=O)(=O)Nc2ccccc2)c1	5	i	13	2.3	16	-7	1.7	-5	9	1.4
8	Cc1ccnc2nc(C(=O)N3CCN(S(=O)(=O)c4ccccc4)CC3)nn12	4	i	23	-0.8	-13	4	x	1	-2	0.0
9	Cc1cccc(CSc2cn(CC(=O)N3CCOCC3)c3ccccc23)c1	4	-0.4	13	2.1	-6	0	1.0	13	35	-0.3
10	COc1ccc(N2CCN(C(=O)CN3C(=O)NC4(CCCCCC4)C3=O)CC2)cc1	x	-1.4	x	-0.4	-3	x	0.8	8	-1	x
11	O=C(C1CCC1)N1CCc2cc(S(=O)(=O)Nc3ccc4c(c3)OCO4)ccc21	0	-10	-14	2.4	14	-6	x	2	14	-1.1
12	O=C(N/N=C/c1c[nH]c2ccccc12)C1CC1c1ccccc1 (stereo not given)	6	i	36	-0.3	17	-1	1.8	x	-4	-2.1
13	O=C(CCCC(=O)OCC1CCCO1)OCC1CCCO1 (stereo not given)	-6	4.2	8	-0.8	-3	0	x	4	-7	-0.1
14	O=C(Nc1cccc(-c2ccc(N3CCCCC3)nn2)c1)c1ccc(Br)o1	x	i	x	13	1	0	1.5	4	37	0.8

All compounds of this part (from the top)
entry	SMILES	3CLpro inhibitor	BH1578 lux ind	VHR inh abs	PfHsp40 yeast	CCHFV vOTU inh	Anthrax LF inh2	TcdB GH inh	PriA SSB inh	Y pestis TopoI	BoNT A protease
1	CC(C)C(c1nnnn1Cc1ccccc1)N1CCc2ccccc2C1 (stereo not given)	-2	-3.8	16	0.6	11	3	0.7	-2	-2	0.6
2	Cc1c(C(=O)OCC(=O)NCc2ccccc2)oc2ccccc12	x	i	x	-0.7	9	5	0.2	5	10	6.4
3	CC1CCC2C(=O)N(c3ccc(Cc4ccncc4)cc3)C(=O)C2C1 (stereo not given)	2	-0.3	35	-0.9	17	-4	-0.2	-20	1	-0.1
4	COc1ccccc1CNC(=O)C(NC(=O)c1ccccc1)C(C)C (stereo not given)	-3	i	14	0.2	2	-6	-1.0	-4	-3	0.6
5	O=[N+]([O-])c1cccc(SSc2cccc([N+](=O)[O-])c2)c1	x	1.0	x	u	-2	2	1.6	-11	18	1.4
6	CCOc1ccc2[nH]cc(-c3csc(N)n3)c2c1	-8	0.6	20	-0.9	10	u	0.9	1	-3	u
7	C=CCNC(=O)c1ccccc1NC(=O)c1ccc(Cl)c(S(=O)(=O)Nc2ccccc2)c1	5	i	13	2.3	16	-7	1.7	-5	9	1.4
8	Cc1ccnc2nc(C(=O)N3CCN(S(=O)(=O)c4ccccc4)CC3)nn12	4	i	23	-0.8	-13	4	x	1	-2	0.0
9	Cc1cccc(CSc2cn(CC(=O)N3CCOCC3)c3ccccc23)c1	4	-0.4	13	2.1	-6	0	1.0	13	35	-0.3
10	COc1ccc(N2CCN(C(=O)CN3C(=O)NC4(CCCCCC4)C3=O)CC2)cc1	x	-1.4	x	-0.4	-3	x	0.8	8	-1	x
11	O=C(C1CCC1)N1CCc2cc(S(=O)(=O)Nc3ccc4c(c3)OCO4)ccc21	0	-10	-14	2.4	14	-6	x	2	14	-1.1
12	O=C(N/N=C/c1c[nH]c2ccccc12)C1CC1c1ccccc1 (stereo not given)	6	i	36	-0.3	17	-1	1.8	x	-4	-2.1
13	O=C(CCCC(=O)OCC1CCCO1)OCC1CCCO1 (stereo not given)	-6	4.2	8	-0.8	-3	0	x	4	-7	-0.1
14	O=C(Nc1cccc(-c2ccc(N3CCCCC3)nn2)c1)c1ccc(Br)o1	x	i	x	13	1	0	1.5	4	37	0.8
15	Cc1cnc(NC(=O)c2sc3ccccc3c2Cl)s1	-3	1.3	-6	0.6	-2	-1	1.9	5	2	0.5
16	C=CCNC(=O)COC(=O)c1c2c(nc3ccccc13)CCC2	3	0.2	-8	-1.0	-4	-4	0.4	3	-2	0.2
17	CCCCN(C)C(=O)C1CCN(Cc2ccc(OCc3ccccc3)cc2)CC1	3	6.6	22	-0.3	-1	-7	x	-11	5	-0.9
18	COc1ccc(-n2cnnc2SCC(=O)NC2CCCc3ccccc32)cc1 (stereo not given)	-3	i	8	2.0	4	-1	0.5	-2	0	-0.7
19	O=C(O)C1Cc2[nH]cnc2C(c2cccc([N+](=O)[O-])c2)N1 (stereo not given)	-9	-1.7	7	-0.9	7	1	-0.3	-4	-15	0.3
20	Cc1ccc(NC(=O)c2ccc(=O)[nH]n2)cc1S(=O)(=O)Nc1ccccc1Cl	x	i	x	-0.6	8	0	0.8	-5	13	-0.3
21	CC1CCN(c2ccc(C(=O)Nc3ccc4c(c3)OCO4)cc2[N+](=O)[O-])CC1	2	i	10	2.0	17	-2	6.2	39*	6	-0.4
22	COc1ccc(N(C)S(=O)(=O)c2cccc(C(=O)NCc3ccc(C)cc3)c2)cc1	x	-3.8	x	2.0	16	3	-0.9	-11	16	-1.2
23	COc1ccc(Nc2nc(-c3cccs3)nc3ccccc23)c(OC)c1	2	i	-1	1.0	-10	-3	x	-100	-1	0.9
24	COc1ccc(Nc2cc(C)nc3nc(C)nn23)cc1Cl	0	-0.2	17	-1.3	3	-8	2.1	-7	1	-0.8
25	c1ccc(SCc2nc(-c3cccnc3)no2)cc1	-4	-0.5	6	-2.0	-6	-2	x	-19	7	0.2
26	Cn1c(CC(=O)Nc2ccccc2F)nnc1SCC(=O)NC1CCCCC1	3	0.8	1	0.9	10	10	1.1	-8	2	-2.2
